MBD2 DNA inh: inhibitors of human MBD2 binding to methylated oligonucleotide | AID 686964 | 370,000 compounds, 0.31% hits | Q9UBB5 | inhibition, % at 4.4 µM | TR-FRET; in the data active means inhibition above about 13%
TDP2 inh: TDP2 (human) inhibition, absorbance primary screen; inhibition, % at 12.8 µM; O95551; recombinant TDP2, T5PNP hydrolysis, p-nitrophenol absorbance 415 nm; 370,000 compounds, 0.34% hits;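 active means inhibition above the mean of all tested compounds plus 3 SD, set per campaign, cut at about 25% in these data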;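 further: 0% = DMSO with enzyme and 100% = buffer with substrate but no TDP2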
Target sequence (O95551 whole entry, looked up): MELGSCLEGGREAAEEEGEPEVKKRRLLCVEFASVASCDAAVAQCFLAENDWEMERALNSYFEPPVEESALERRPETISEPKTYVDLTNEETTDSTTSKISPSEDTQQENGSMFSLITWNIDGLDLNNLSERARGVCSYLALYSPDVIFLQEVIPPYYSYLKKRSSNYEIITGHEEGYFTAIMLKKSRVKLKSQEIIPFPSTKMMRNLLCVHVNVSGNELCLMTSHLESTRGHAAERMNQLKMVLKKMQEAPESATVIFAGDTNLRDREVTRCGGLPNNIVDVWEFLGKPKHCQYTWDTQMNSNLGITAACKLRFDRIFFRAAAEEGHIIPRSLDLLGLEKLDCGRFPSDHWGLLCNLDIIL
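Assay system: Recombinant human TDP2 | Quantity: 120 nM TDP2 per well | Incubation: 2 h at 37 °C | Signal: Epi absorbance | Evaluation: Percent inhibition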
NPR2 activator: GC-B (human) receptor activation; activation, % at 10 µM; 370,000 compounds, 0.11% hits; HEK293-GC-B cells, CNP EC30, cGMP TR-FRET; 0% at EC30 CNP, 100% saturating CNP;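 active means activation at 10 µM reaching about 35% in either raw or pattern-adjusted values, limit read from the data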
TCR-CD3 inh: human TCR-CD3 binding inhibition; inhibition, % at 9.4 µM; TAMRA-labeled TCR probe fluorescence, biochemical; AID 651800; 360,000 compounds, 0.37% hits; in the data active means inhibition above about 19%;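 further: recombinant mutant TCR 2C K166C tagged with TAMRA read by polarization; 0% = receptor in buffer alone and 100% = receptor with positive control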
mABHD4 FP: inhibitors of mouse ABHD4 | Q8VD66 | purified mABHD4, FP-Rh probe fluorescence polarization | 370,000 compounds, 0.54% hits | AID 720543 | inhibition, % at 8.92 µM;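 active means inhibition exceeding the mean over every tested compound plus 3 SD, cut at about 30% in these data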;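 further: 0% = plate median of compound wells and 100% = S159A mutant with DMSO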
Target sequence (Q8VD66 whole entry, looked up): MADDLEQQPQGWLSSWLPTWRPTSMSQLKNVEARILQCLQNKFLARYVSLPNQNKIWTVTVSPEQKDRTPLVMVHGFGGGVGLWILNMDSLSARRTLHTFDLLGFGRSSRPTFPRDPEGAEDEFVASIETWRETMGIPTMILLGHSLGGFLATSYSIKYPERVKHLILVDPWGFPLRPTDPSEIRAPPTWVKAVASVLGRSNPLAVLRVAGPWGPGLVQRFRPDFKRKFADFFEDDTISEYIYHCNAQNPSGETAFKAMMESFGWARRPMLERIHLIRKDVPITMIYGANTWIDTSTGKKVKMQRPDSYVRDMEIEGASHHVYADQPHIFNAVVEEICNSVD
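system = mouse ABHD4 enzyme, wild type | medium = HEPES pH 7.0, NaCl, Pluronic buffer | also added = FP-Rh probe | incubation = Enzyme–compound pre-incubation 45 min, then probe 60 min, both 25 °C | technique = fluorescence polarization, excitation 525 nm, emission 598 nm, BODIPY TMR filters | controls = S159A mutant high control, sample median low control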
LEDGF integ inh: blocks HIV-1 LEDGF/p75-dependent DNA integration. TR-FRET IN-LEDGF/p75 DNA integration, Eu/Cy5. inhibition, % at 3.7 µM. 370,000 compounds, 0.64% hits;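 active means inhibition above the screen-wide mean plus 3 SD, cut at about 13% in these data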;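 further: signal is the Cy5 over europium emission ratio at 671 and 618 nm; 0% = plate median of compound wells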
PRMT1 inh: PRMT1 (human) inhibition, primary screen; Q99873; recombinant PRMT1, activity-based probe fluorescence polarization; inhibition, % at 2.79 µM; 370,000 compounds, 1.3% hits; AID 652257;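 active means inhibition above about 21% made by adding two undisclosed values, limit read from the data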
rCAG binder: molecules binding r(CAG) RNA repeats. r(CAG) RNA repeat, TO-PRO-1 dye displacement fluorescence. inhibition, % at 3 µM. 370,000 compounds, 1.3% hits. AID 651821;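 active means inhibition above the plate cutoff, the mean of all test compounds on that plate plus 3 SD, cut at about 35% in these data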;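 further: 0% = DMSO alone and 100% = 100 µM mitoxantrone as full dye displacement; higher means more dye released from RNA so lower well fluorescence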
HTRA1 inhibitor: inhibitors of human serine peptidase HTRA1; 340,000 compounds, 0.5% hits; recombinant HTRA1, FP-rhodamine activity-based probe, fluorescence polarization; Q92743; inhibition, % at 5.96 µM; AID 504803; in the data active means inhibition above about 36%;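 further: 0% = enzyme with DMSO and 100% = wells lacking enzyme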
SIAE inh: blocks human sialic acid acetylesterase | 370,000 compounds, 0.69% hits | Q9HAT2 | SIAE FP-Rh probe binding, fluorescence polarization | inhibition, % at 9.66 µM | AID 1053197;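 active means inhibition above a cutoff: mean of compounds within the control limits plus 3 SD of those, cut at about 17% in these data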;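 further: 0% = plate median of compound wells and 100% = probe without SIAE protein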
* marks the source's active call; other numbers are inactive results; nt = not tested or not shown. This is a subset; the hit share may differ from the screen's.

cpd | compound | MBD2 DNA inh | TDP2 inh | NPR2 activator | TCR-CD3 inh | mABHD4 FP | LEDGF integ inh | PRMT1 inh | rCAG binder | HTRA1 inhibitor | SIAE inh
1 | Oc1ccc2ccccc2c1C=NCc1ccccc1 | -12 | -4 | -3 | 7 | 7 | 6 | 4 | 0 | 0 | -2
2 | Cc1ccc(S(=O)(=O)C2(C(=O)N3CCCCCC3)CC2)cc1 | 3 | 3 | -2 | 0 | -2 | 2 | -2 | 0 | -1 | -3
3 | Clc1ncn(CCOc2ccccc2)c1Cl | 2 | -2 | -3 | -3 | -1 | -7 | 0 | -3 | 3 | -2
4 | Cn1cccc1CC(=O)NNC(=S)Nc1ccccc1Cl | -4 | -4 | 2 | 3 | 10 | 0 | 1 | 15 | 6 | 5
5 | NC(=O)CS(=O)(=O)c1ccc(Cl)cc1 | 2 | -5 | 3 | 9 | 3 | 2 | 1 | -2 | 0 | -1
6 | CC(C)(C)C(=O)N(Cc1nc2ccccc2c(=O)[nH]1)Cc1cccs1 | 1 | 9 | -2 | 0 | -1 | 0 | -1 | -3 | 1 | -1
7 | COc1cccc(C(=O)N2CCC2(C)C(=O)NC(C)C)c1 (stereo unspecified) | -7 | 2 | 2 | -5 | -7 | 6 | -4 | 2 | nt | 8
8 | CC(C)C(=O)Nc1ccc2c(c1)Cc1cc(NC(=O)C(C)C)ccc1-2 | -2 | 7 | 3 | -1 | -1 | 5 | -7 | 0 | -5 | 11
9 | C/C=C/CSc1nc2c(c(=O)[nH]c(=O)n2C)n1CCC | 4 | 6 | 3 | -3 | 0 | 2 | 5 | -5 | 7 | -5
10 | Cc1ccccc1Oc1nc2c(c(=O)n(C)c(=O)n2C)n1C | -1 | -1 | 2 | 2 | -5 | -1 | 0 | -2 | 8 | -2
11 | COCCN(CCOC)Cc1cc(=O)oc2ccc3ccccc3c12 | 1 | -1 | -6 | 3 | 3 | -1 | 1 | 6 | nt | 4
12 | CCOc1ccc(C(=O)NCC2OCCc3ccccc32)cc1 (stereo unspecified) | 6 | -7 | 4 | -7 | -13 | -2 | 2 | -6 | 4 | -9
13 | CN(CCc1ccccn1)C(=O)c1ccc(OC2CCN(Cc3ccccn3)CC2)cc1 | -2 | 8 | -2 | -5 | -2 | 4 | -3 | -9 | 2 | 7
14 | C=CCNC(=S)Nc1cc(S(=O)(=O)N2CCOCC2)ccc1-n1cncn1 | 3 | 0 | 2 | -4 | 9 | -1 | 4 | -1 | 4 | 1
15 | CCc1nnc(NC(=O)CCC(=O)N2CCN(C3CCCCC3)CC2)s1 | 0 | 1 | -1 | 1 | 0 | -3 | -2 | -8 | 1 | -5

(list continues)
cpd | compound | MBD2 DNA inh | TDP2 inh | NPR2 activator | TCR-CD3 inh | mABHD4 FP | LEDGF integ inh | PRMT1 inh | rCAG binder | HTRA1 inhibitor | SIAE inh
16 | CCOc1ccc(N2CC(C(=O)NCCN3C(=O)S/C(=C/c4cccnc4)C3=O)CC2=O)cc1 (stereo unspecified) | -1 | 2 | -1 | -6 | 6 | 2 | 2 | 0 | -4 | 6
17 | Nc1nc(NCC(=O)O)nc(N2CCCCCC2)c1[N+](=O)[O-] | -8 | -14 | 4 | -1 | -6 | 0 | -3 | 1 | 4 | 8
18 | C[C@H](CO)N1C[C@H](C)[C@H](CN(C)Cc2ccc(F)cc2)Oc2ncc(Br)cc2C1=O | 2 | 11 | 0 | -4 | 2 | -3 | 0 | 0 | nt | 5
19 | CO/N=C/c1ccc(N2CCN(C(=O)c3ccc(C)cc3)CC2)c([N+](=O)[O-])c1 | 3 | -8 | 4 | -1 | -6 | -6 | 4 | -6 | -14 | -10
20 | Cc1cccc(CN2CCC(C(=O)Nc3ccc(-n4nc(C)cc4C)cc3)CC2)n1 | 2 | 6 | 3 | -1 | 2 | 2 | -1 | -9 | 6 | -3
21 | COCCn1c(N2CCCC2)nc2c1c(=O)[nH]c(=O)n2C | -3 | 7 | 0 | 0 | 0 | 1 | -6 | 1 | 7 | 12
22 | O=C(Nc1ccc2c(c1)Cc1ccccc1-2)c1ccccc1F | -7 | 4 | 2 | 1 | 2 | 2 | 0 | 1 | -3 | 6
23 | CCCCCc1nc2c(c(=O)c3ccccc3n2C)c(=O)n1Cc1ccc(OC)cc1 | 3 | 4 | 33 | 6 | -10 | 0 | 0 | 4 | -7 | -1
24 | COc1ccccc1NC(=O)CCC(=O)Nc1ccccc1OC | -4 | 4 | 8 | 10 | -5 | 1 | -1 | -3 | -2 | -2
25 | C=CCOCCN(CCOCC=C)C1=NS(=O)(=O)c2ccccc21 | 2 | -9 | -2 | -2 | 6 | 0 | -6 | -4 | 1 | 2
26 | Cc1[nH]c2ccccc2c1C(=O)CSc1nc2ccccc2c(=O)n1CCCN1CCOCC1 | -3 | -20 | -7 | -4 | -26 | -1 | -3 | 4 | -55 | -14
27 | Cc1ccc([N+](=O)[O-])c(OCCN2CCc3ccccc3C2)c1 | 6 | 6 | -1 | 2 | 14 | 5 | 0 | -6 | -5 | -3
28 | Cc1ccc(SCc2c(C#N)c3ccccc3n2C)cc1 | -2 | -7 | -7 | -6 | -13 | 1 | 2 | 6 | -27 | -5
29 | CC(C)CN1C(=O)c2ccccc2C1c1nnnn1-c1ccc2c(c1)OCCO2 (stereo unspecified) | 0 | 7 | -5 | -1 | 3 | -4 | 0 | 3 | nt | 7
30 | CCC(=O)Nc1cc(C)c(NC(=O)c2ccco2)cn1 | 3 | 5 | -3 | 1 | 5 | 1 | 2 | -1 | -3 | -1

Next structures.
Order of results – MBD2 DNA inh	TDP2 inh	NPR2 activator	TCR-CD3 inh	mABHD4 FP	LEDGF integ inh	PRMT1 inh	rCAG binder	HTRA1 inhibitor	SIAE inh
31. Cc1ccc(NS(=O)(=O)c2cccc(C(=O)NC3CCN(Cc4ccccc4)CC3)c2)cc1
    -1	-6	-3	2	6	3	-3	2	-3	-1
32. CC(C)c1cc(=O)n2[nH]c(SCc3ccc(Cl)cc3)nc2n1
    3	3	-7	-2	-35	-4	4	7	-3	0
33. CCOC(=O)c1[nH]c(C)c(C(=O)NCC2CCCO2)c1C (stereo unspecified)
    7	5	0	-7	-7	-1	6	2	-1	-2
34. COc1ccc(CCNC(=O)c2ccco2)cc1OC
    2	7	-2	8	4	1	-6	-2	-4	5
35. CC1(C)CC(=O)C(N=Nc2c(F)cccc2F)=C(O)C1
    -4	5	5	-1	6	3	-4	-2	nt	4
36. NC(=O)CC(NC(=O)Cc1ccc(Cl)cc1)c1ccc(NC2CCCCCC2)c([N+](=O)[O-])c1 (stereo unspecified)
    -1	-2	-9	3	-2	0	-2	4	-4	7
37. Nc1cc([N+](=O)[O-])cc2oc(-c3ccccc3)cc12
    -2	-18	-8	-27	23	0	8	23	45*	3
38. C=CC[N+](C)(C)CC(=O)OCc1ccccc1
    -2	1	2	2	-1	-1	-2	-1	1	-9
39. Cc1ccc(C2C(C(=O)c3ccco3)=C(O)C(=O)N2c2ncccn2)cc1 (stereo unspecified)
    -2	-15	-3	2	2	6	-3	1	5	-3
40. CC(C)(C)C1CCC(CN2C(Nc3ccccc3)=NC[C@@H]2Cc2ccccc2)CC1 (stereo partly specified)
    3	-6	-10	-1	28	-2	-2	7	-26	3
41. CCOC(=O)C1Cn2c(nc3c(c2=O)C(C)(CC)Cc2ccccc2-3)S1 (stereo unspecified)
    5	4	-9	-4	-5	1	3	-7	-18	-1
42. CN1CCC(N(C)S(=O)(=O)c2ccc(NC(=O)COc3ccc(Cl)cc3)cc2)CC1
    5	6	1	1	-4	0	-2	0	1	3
43. COC(=O)c1cc(S(=O)(=O)NC2CCN(Cc3ccccc3)CC2)cn1C
    -1	1	-2	-3	-5	2	1	-3	3	6
44. CCC(C(=O)OCC(=O)N1CCN(c2ccc(OC)cc2)CC1)c1ccccc1 (stereo unspecified)
    -2	-4	0	10	0	0	-2	0	9	7
45. COc1ccc(Oc2cccc(Cl)c2CNC(=O)CCCC(=O)O)cc1
    6	-1	5	-5	-1	-2	2	-4	nt	0
46. O=C(CCNS(=O)(=O)c1ccccc1F)N1CCN(C/C=C/c2ccccc2)CC1
    2	5	5	-5	-4	-2	-4	-9	2	10
47. CCc1nn2c(N(C)CCO)cc(C)nc2c1-c1ccc(F)cc1
    2	-6	-9	7	2	-1	-2	-5	-3	-3
48. CC(=O)NCC12CC3CC(C1)CC(C(=O)O)(C3)C2
    -7	-2	13	8	1	-4	0	1	-5	15
49. CN(C)c1nn(C(=O)Nc2cccc(C(F)(F)F)c2)cc1-c1ccccc1
    8	1	5	-3	-25	6	5	3	-2	-2
50. O=C(NN=Cc1ccccc1Cl)c1ccc(-n2cnnn2)cc1
    -5	7	-3	-4	2	0	17	1	-2	10

Structures from the list above that have an aryl methoxy group, in the order listed:
Order of results – MBD2 DNA inh	TDP2 inh	NPR2 activator	TCR-CD3 inh	mABHD4 FP	LEDGF integ inh	PRMT1 inh	rCAG binder	HTRA1 inhibitor	SIAE inh
7. COc1cccc(C(=O)N2CCC2(C)C(=O)NC(C)C)c1 (stereo unspecified)
    -7	2	2	-5	-7	6	-4	2	nt	8
23. CCCCCc1nc2c(c(=O)c3ccccc3n2C)c(=O)n1Cc1ccc(OC)cc1
    3	4	33	6	-10	0	0	4	-7	-1
24. COc1ccccc1NC(=O)CCC(=O)Nc1ccccc1OC
    -4	4	8	10	-5	1	-1	-3	-2	-2
34. COc1ccc(CCNC(=O)c2ccco2)cc1OC
    2	7	-2	8	4	1	-6	-2	-4	5
44. CCC(C(=O)OCC(=O)N1CCN(c2ccc(OC)cc2)CC1)c1ccccc1 (stereo unspecified)
    -2	-4	0	10	0	0	-2	0	9	7
45. COc1ccc(Oc2cccc(Cl)c2CNC(=O)CCCC(=O)O)cc1
    6	-1	5	-5	-1	-2	2	-4	nt	0
